IEC-6 cytotox = IEC-6 cytotoxicity, counter-screen for KLF5 inhibitors | luminescence viability | inhibition, % at 5 µM | actives 0.78% (n = 290,000); in the data active = inhibition above about 22%;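 note: 0% = plate median of test compound wells and 100% = cytotoxic reference compound wells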
PolyA inhibitor = blocks polyadenylation in yeast reporter cells; S. cerevisiae SKY197-pL101 polyadenylation reporter, beta-gal luminescence; efflux-impaired pdr1/pdr3 knockout yeast; score 100 = 6 SD above DMSO; AID 1875; actives 0.02% (n = 300,000); calls only at 12 µM;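 active = lowest replicate activity score at least 50, where 100 means six control SD above control mean; inconclusive = lowest score under 50 but half or more replicates reach 50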;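 note: yeast exposed to compound for 9 h at 30 °C; higher score means more reporter readthrough which indicates perturbed polyadenylation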
KLF5 inh = suppresses KLF5 promoter-driven expression | actives 0.23% (n = 290,000) | inhibition, % at 5 µM | DLD-1 KLF5 promoter-luciferase reporter, luminescence;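 active = inhibition above a per-plate limit of that plate's mean compound inhibition plus 3 SD, cut at about 60% in these data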;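 note: 0% = DMSO wells and 100% = LY294002 at 200 µM; higher means less KLF5 promoter-driven luciferase light; inactives centre near -14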
HSP90 refold inh = HSP90 refolding inhibition in rabbit reticulocyte lysate. actives 0.91% (n = 290,000). inhibition, % at 5.6 µM. AID 1789. luciferase refolding luminescence, 3 h;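 active = inhibition above the screen-wide mean plus 3 SD, computed separately per campaign, cut at about 16% in these data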;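 note: 0% = DMSO wells and 100% = 60 µM geldanamycin wells; inhibitors lower the luminescence because luciferase stays unfolded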
AI-2 QS modul = Vibrio harveyi AI-2 quorum sensing modulation | actives 0.4% (n = 300,000) | activity change, % at 7.5 µM | Vibrio harveyi JMH597 AI-2 luminescence/OD600 ratio, 9 h; active compounds read low; strain lacks LuxN and CqsS sensors; 0 = neutral-control median; in the data active = activity change below about -75%, passing the limit was not always enough; inconclusive = no clear call, values can overlap the other calls;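 note: luminescence divided by OD600 gain over 9 h not by final OD600 alone; inactives centre near 13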
aSyn UTR inh = 5' untranslated region of α-synuclein, MLPCN primary screen | AID 1813 | inhibition, % (tested at 7.5 µM) | actives 0.82% (n = 300,000) | alpha-synuclein 5'UTR reporter, inhibitor activity; in the data active = inhibition above about 60%; inconclusive = no clear call, values can overlap the other calls;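 note: H4 neuroglioblastoma cells stably carrying SNCA 5'UTR luciferase fusion; 0% = DMSO wells and 100% = positive control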
GSK3A inh = human GSK-3 alpha kinase inhibition | P49840 | ADP-Glo luminescence, 60 min | inhibition, % at 10 µM | actives 0.1% (n = 320,000) | AID 2650;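 in the data active = inhibition above about 50%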;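 note: GST-tagged GSK-3 alpha with peptide substrate and 25 µM ATP; 0% = DMSO neutral wells and 100% = GW8510 positive control wells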
Target sequence (P49840 whole entry, looked up): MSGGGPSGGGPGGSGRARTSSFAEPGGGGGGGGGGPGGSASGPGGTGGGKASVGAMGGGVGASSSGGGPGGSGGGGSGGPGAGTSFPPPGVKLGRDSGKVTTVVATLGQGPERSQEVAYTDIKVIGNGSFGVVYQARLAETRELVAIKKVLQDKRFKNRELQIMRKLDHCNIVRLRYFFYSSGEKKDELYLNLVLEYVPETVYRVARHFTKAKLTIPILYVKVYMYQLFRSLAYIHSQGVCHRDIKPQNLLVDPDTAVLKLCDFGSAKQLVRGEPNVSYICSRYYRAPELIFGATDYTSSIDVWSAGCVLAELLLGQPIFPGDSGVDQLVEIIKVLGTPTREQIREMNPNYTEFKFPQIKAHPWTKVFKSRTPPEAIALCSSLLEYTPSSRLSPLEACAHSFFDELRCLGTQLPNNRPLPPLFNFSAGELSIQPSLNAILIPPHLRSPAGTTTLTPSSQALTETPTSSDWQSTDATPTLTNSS
HSF1 inh = HSF1 inhibition; NIH3T3-HGL HSE-luciferase, MG132-induced, luminescence 8 h; active compounds read low; activity change, negative = inhibition, % at 7.5 µM (by protocol); actives 0.77% (n = 300,000);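 active = more than half of replicate wells show activity change below -50%, luminescence cut by over half; inconclusive = some wells, but at most half, below -50%; inactive = no replicate well below -50%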;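 note: luciferase reports HSF-1 transcriptional activity via heat shock element; 0% = median of DMSO wells and -100% = zero luminescence signal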
GSK3B inh = inhibitors of human GSK3beta kinase | P49841 | GST-GSK3beta kinase, ADP-Glo luminescence, 60 min; active compounds read low | actives 0.038% (n = 300,000) | activity score (negative = inhibition), % at 10 µM;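 active = more than half of replicate wells score below -50%, meaning over 50% inhibition versus plate controls; inconclusive = some replicates but at most half score below -50%; inactive = no replicate scores below -50%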;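 note: 0% = median DMSO wells and -100% = median GW8510 positive control wells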
Target sequence (P49841 whole entry, looked up): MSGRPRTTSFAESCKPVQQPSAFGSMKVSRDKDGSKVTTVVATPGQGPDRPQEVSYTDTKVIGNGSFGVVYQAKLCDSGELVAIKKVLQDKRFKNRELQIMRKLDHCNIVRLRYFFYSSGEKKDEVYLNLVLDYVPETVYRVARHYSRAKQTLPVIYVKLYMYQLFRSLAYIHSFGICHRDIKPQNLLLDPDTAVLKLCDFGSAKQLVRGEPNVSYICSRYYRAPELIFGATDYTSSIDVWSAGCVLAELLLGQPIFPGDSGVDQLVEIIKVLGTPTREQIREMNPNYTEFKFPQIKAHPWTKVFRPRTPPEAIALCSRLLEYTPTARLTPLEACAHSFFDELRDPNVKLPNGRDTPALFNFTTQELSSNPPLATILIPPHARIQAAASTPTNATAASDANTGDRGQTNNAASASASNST
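Test system: GST-fused GSK3beta enzyme, cell-free | Quantity: 1.6 ng GST-GSK3beta enzyme per well | Reagent: 25 µM ATP with peptide substrate | Schedule: 60 min enzyme reaction, room temperature | Signal: Luminescent ADP-Glo measurement of ADP formed | Read-out basis: Score relative to plate controls | Control set: DMSO and 20 µM GW8510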
HSF1 activator = increases HSF-1 driven luciferase reporter signal. activation, % at 9 µM. NIH3T3-HGL HSF-1 luciferase reporter, MG132, 8 h; 100% = twice DMSO control signal. AID 504408. actives 1.7% (n = 300,000);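 active = mean replicate activation of at least 50% with a set share of replicates each reaching 50%; inconclusive = only one of those two conditions met; inactive = mean below 50% and too few replicates reaching it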;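 note: 0% = median of the neutral control wells and 100% = twice that signal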
* hit, by the source's call; i = inactive; u = inconclusive; x = not tested or not shown.

nr	mol	IEC-6 cytotox	PolyA inhibitor	KLF5 inh	HSP90 refold inh	AI-2 QS modul	aSyn UTR inh	GSK3A inh	HSF1 inh	GSK3B inh	HSF1 activator
1	CCOC(=O)c1c(NC(=O)COC(=O)CNC(=O)c2ccco2)sc(C)c1C	4.6	i	-2.1	4.2	14.2	6.8	7.3	-3.3	1.2	12.1
2	O=C(Nc1ccccc1)c1ccc(S(=O)(=O)NCc2cccnc2)cc1	0.2	i	-15.7	3.0	9.3	-23.4	-3.0	-11.1	3.3	-20.7
3	CN(CC(=O)NCc1ccccc1)Cc1ccc(Cl)cc1	-2.0	i	-4.5	-0.8	6.6	15.5	-2.9	-11.1	6.5	17.3
4	Cc1ccc(NC(=O)CCc2nc3sc4c(c3c(=O)[nH]2)CCCC4)c(Br)c1	x	i	x	x	7.6	16.0	3.5	11.4	-6.5	13.9
5	COC(=O)CNC(=O)c1cc(-c2ccncc2)nc2c(C)c(Cl)ccc12	-0.4	i	-5.0	6.1	5.5	14.3	2.0	1.4	-0.9	-10.8
6	Cc1ccccc1NC(=O)C1CC(=O)N(c2ccc3c4c(cccc24)CC3)C1 (stereo unspecified)	-1.9	i	1.8	1.5	33.9	9.6	-2.8	1.9	1.6	13.0
7	O=C(COc1ccc([N+](=O)[O-])cc1)NNC(=O)c1cccs1	-1.6	i	13.0	-0.1	33.6	-78.0	-0.7	-2.2	-1.2	5.3
8	CC1S/C(=N\N=C\c2cccc([N+](=O)[O-])c2)N(C(C)(C)C)C1=O (stereo unspecified)	3.4	i	1.9	0.6	-5.8	-7.5	0.1	-5.1	3.2	11.3
9	O=C1C2CCCN2C(=S)N1Cc1ccccc1 (stereo unspecified)	3.8	i	-26.6	4.0	34.2	14.9	-1.7	-7.5	2.1	-12.3
10	O=C(COc1coc(CN2CCc3ccccc32)cc1=O)Nc1cccc(F)c1	x	i	x	x	10.1	-0.7	1.5	7.9	-5.4	-12.0
11	Cc1nn(-c2ccccc2)c(N2CCCC2)c1/C=N/NC(=S)Nc1cc(C(F)(F)F)ccc1Cl	-0.5	i	-16.1	-2.5	-2.2	-28.5	-2.1	2.5	1.2	21.8
12	O=C(C1CCN(C2CC(=O)N(c3ccc(F)cc3)C2=O)CC1)N1CCOCC1 (stereo unspecified)	5.1	x	-13.8	1.2	40.9	x	0.7	x	2.0	x
13	O=C(c1ccoc1)N1CCCC(N2CCN(c3cccc(Cl)c3)CC2)C1 (stereo unspecified)	-5.1	i	-40.4	-6.8	11.0	-9.6	x	10.8	2.0	24.9
14	C=CCSc1ncc(C#N)c(N)n1	-5.3	i	-9.4	-1.2	23.5	-6.0	1.3	1.9	2.3	-2.2
15	COc1cc(C(=O)NCc2nnc(SCC(=O)Nc3nc4ccc(C)cc4s3)o2)cc(OC)c1OC	-4.7	i	-47.1	0.8	22.0	-15.5	-2.3	7.7	-2.0	-0.9
16	CCOC(=O)CNC(=O)CN1C(=O)CC(c2ccccc2)S(=O)(=O)c2ccccc21 (stereo unspecified)	-3.9	i	-4.8	-5.1	20.6	1.0	1.0	1.1	-0.7	6.8
17	O=C(COC(=O)c1cc(Br)ccc1O)NNC(=O)c1ccc([N+](=O)[O-])cc1	x	i	x	x	12.0	-7.0	x	-8.5	6.2	-5.7
18	C[C@H](NC(=O)[C@@H]1CSC2c3ccccc3C(=O)N21)C(=O)NCCc1ccccc1 (stereo partly specified)	-10.9	i	-27.2	-0.2	13.4	-36.1	-0.4	28.7	1.3	70.2*
19	COc1ccc(CCNC(=O)CCCn2c(=O)c3cccn3c3cccnc32)c(OC)c1OC	-2.7	i	-2.8	-2.8	17.0	31.5	-0.6	3.1	2.3	15.1
20	CCc1ccc(NC(=O)COc2coc(CN3CCN(c4ccccc4)CC3)cc2=O)cc1	x	i	x	x	26.6	16.5	-1.1	8.7	1.4	8.4
21	CC(=O)c1c(O)cc(=O)n(-c2ccccc2)c1-c1ccc(Cl)cc1	7.1	i	-34.3	-1.5	13.7	-12.1	-2.0	0.0	0.2	3.9
22	NC(=O)/C(=C\c1ccco1)NC(=O)c1ccc(Br)o1	x	i	x	x	-2.0	-4.2	8.4	-2.3	-0.9	-11.7
23	O=S(=O)(Cc1c(F)cccc1Cl)c1ncn[nH]1	-1.7	i	-20.6	-2.2	4.7	10.0	-2.4	-2.3	4.7	-6.7
24	Cc1snc(SCc2c(F)cccc2Cl)c1C#N	4.4	i	-11.2	2.5	17.0	26.3	-0.6	3.8	-0.8	4.1
25	CC1CCN(c2ccc([N+](=O)[O-])cn2)CC1	3.6	i	-12.5	0.5	2.3	-8.6	-0.8	3.6	-2.1	-1.8
26	CCOc1ccc(NS(=O)(=O)c2ccc(-c3coc(C)n3)cc2)cc1	1.3	i	-2.1	-7.3	11.2	-4.8	-1.2	-4.2	0.9	-2.0
27	C=CCN(C(=O)c1csnn1)C(C(=O)NC1CCCC1)c1ccc(OC)cc1 (stereo unspecified)	-4.5	i	-27.6	-6.4	21.8	1.4	-0.3	-26.0	2.3	-40.2
28	Cc1ccc(Cl)cc1OCC(=O)NCCOC(=O)Nc1sc(=S)n(C)c1C	0.3	i	7.1	-1.6	7.8	19.5	-0.7	-4.2	-5.9	-3.6
29	CCC(C)[C@H](NC(=O)NCCC1=CCCCC1)C(=O)OC (stereo partly specified)	0.3	i	-9.9	-2.0	14.8	-12.6	0.4	-4.8	0.5	5.0
30	CCOC(=O)c1c(NC(=O)CSc2nnc(C)s2)sc2c1CCN(C)C2	2.0	i	-23.8	3.3	1.9	5.4	0.6	-4.3	-0.7	7.7
31	CCCCN(CC)Cc1c(C)[nH]c2ccccc2c1=O	0.9	i	-12.4	-1.1	24.4	-11.5	-0.3	-2.0	0.7	15.8
32	Cc1cccc(CSc2nc3c(c(-c4cccs4)c2C#N)CN(C)CC3)c1	9.4	i	-5.8	-4.5	14.3	6.6	-1.0	46.8	-3.3	77.1*
33	Cc1cccc(NC(=O)CSc2nc3ccccc3nc2N2CCCC2)c1	31.8*	i	-10.4	-1.7	13.4	34.1	-1.9	14.4	0.1	14.3
34	O=C(CCC(=O)N1CCOc2ccccc21)Nc1cc(F)ccc1F	-1.6	i	-14.7	-3.0	11.1	17.8	-1.6	1.5	-2.6	8.5
35	Cc1cccc(CSc2nc3c(c(=O)[nH]2)CCC3)c1	-2.9	i	0.6	2.1	30.5	-29.6	x	14.5	-1.6	16.0
36	O=C1NCC2=C1C(c1ccc(Br)cc1)Nc1ccccc1N2 (stereo unspecified)	9.4	i	-25.7	1.1	27.5	-55.4	1.0	28.1	-7.7	50.7*
37	O=C(c1cc(C2CC2)on1)N1CCN(c2ccccc2)CC1	-0.8	i	-30.6	1.8	22.8	-43.1	6.8	10.3	1.9	18.5
38	Cc1ccc(CN2CCN(/N=C/c3ccc(C(=O)O)cc3)CC2)c(C)c1	7.0	i	-3.8	0.5	30.1	10.8	6.7	8.2	4.3	-17.3
39	COc1ccc(C2=NOC(C)(c3nnc(Cc4ccccc4)o3)C2)cc1 (stereo unspecified)	x	i	x	x	12.3	6.0	-1.1	1.2	2.8	11.4
40	COCCN1C=C(C(=O)OC)C(c2ccc(OC)c(OC)c2)C(C(=O)OC)=C1	-2.1	i	-23.5	-0.8	2.1	31.8	-5.3	5.3	1.1	6.3
41	Cc1ccc(C)c(/C=N/Nc2nc3ccccc3c(=O)n2O)c1	1.5	i	-37.7	-0.8	54.3	-85.4	1.9	-8.2	2.1	-7.6
42	CCN(CC)CCCNc1nc(N)c([N+](=O)[O-])c(NCCO)n1	-3.3	i	1.8	3.0	8.9	0.5	37.3	7.7	-14.3	17.7
43	O=C(CCc1nc2ccccc2[nH]1)Nc1ccc(F)cc1	-1.1	i	-4.3	4.0	13.4	2.5	1.0	2.1	-2.1	-3.8
44	CC(OC(=O)C1=COCCO1)C(=O)NC(C)c1ccc(Cl)cc1Cl (stereo unspecified)	x	i	x	x	6.1	-5.6	0.6	7.4	1.5	32.6
45	CC1(C(=O)N(CC(=O)NC2CCCC2)Cc2ccccc2)CC(=O)N=C2C=CC=CN21 (stereo unspecified)	-1.1	i	-10.7	3.4	0.6	1.6	1.8	-3.8	-1.9	1.9
46	Cc1ccc(S(=O)(=O)NCC(=O)OCc2nnc(-c3ccccc3)o2)cc1	-1.2	i	-24.6	-0.7	8.5	4.6	-0.3	4.5	1.6	-3.3
47	CCN(CC)C(=O)c1ccc(C)c(Br)c1	2.1	i	0.6	3.2	26.5	4.0	-44.6	28.5	0.5	u
48	COc1ccc(OC)c(S(=O)(=O)Nc2cccc(-c3ccc4nncn4n3)c2)c1	7.5	i	-16.9	-0.8	13.9	16.6	0.0	-4.6	-1.0	9.2
49	CCOc1cc(C2C(C#N)=C(N)Oc3n[nH]c(-c4ccncc4)c32)cc([N+](=O)[O-])c1O (stereo unspecified)	-0.7	i	-32.1	3.9	20.8	1.7	-1.5	0.3	-1.7	-7.0
50	Cn1c(=O)c2[nH]c(CNCc3ccccc3Cl)nc2n(C)c1=O	4.8	i	10.3	1.5	14.2	-7.5	-6.0	-3.1	3.2	1.4
51	CS(=O)(=O)c1nc2c(cc1C#N)CCCC2	1.8	i	-20.2	-0.5	15.0	-85.3	x	-1.6	-2.0	-7.2
52	CC(C)(C)NC(=S)NCc1ccncc1	2.9	i	-7.7	23.1*	13.3	0.9	-2.6	-7.0	-5.1	7.4
53	Cc1ccsc1/C=N/NC(=O)CNC(=O)c1ccc(S(=O)(=O)N2CCOCC2)cc1	0.8	i	-27.9	1.0	14.9	-1.2	0.2	2.1	-0.7	-1.1
54	Nc1cc(=O)[nH]c(SCC(=O)N2CCc3ccccc3C2)n1	-1.9	x	0.7	0.2	23.3	-2.2	2.3	x	-0.7	x
55	O=C1CCC(=O)N1c1cccc(-c2nc3ccccc3o2)c1	x	i	x	x	9.6	-17.1	x	-1.3	0.8	4.9
56	CCOC(=O)N1CCN(C(=O)COc2cc(=O)n(CC)c3ccccc23)CC1	5.4	i	13.8	-0.7	17.5	13.5	1.0	-1.0	1.3	17.9
57	CCS(=O)(=O)NCCc1ccc(OC)c(OC)c1	6.9	i	-10.6	3.7	12.5	16.8	-0.7	-8.8	1.9	2.6
58	CS(=O)(=O)c1ccc2nc(NC(=O)c3ccccc3Br)sc2c1	1.0	i	-147.0	-1.4	10.1	-103.8	-0.4	20.7	0.6	32.4
59	NC(=O)c1ccc(-n2nnnc2SCc2ccccc2)cc1	4.5	i	-8.5	3.3	33.4	3.9	0.5	-13.3	2.6	-15.6

Screens deposited in PubChem BioAssay by several laboratories.

These rows are one share of the data, so the mix of outcomes need not match the whole.
